Kir21 inh = blocks the mouse Kir2.1 inward-rectifier potassium channel | actives 0.85% (n = 310,000) | B-score at 10 µM | HEK293-Kir2.1, FluxOR thallium flux fluorescence; active compounds read low | P35561;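 active = fluorescence ratio B-score at or below minus 3 SD of library scores, with starting-brightness B-score within 2 SD, cut at about -4.2 in these data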;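 note: channel flux triggered by added potassium and thallium sulfate stimulus; B-score of peak minus minimum fluorescence over baseline after thallium stimulus; more negative B-score means stronger Kir2.1 block with less thallium influx; some compounds called inactive have numbers as strong as hits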
KCNQ2 block = KCNQ2 channel blockers in CHO-K1 cells – cell-based, FluxOR thallium flux, B-score, primary screen (AID 2156); O88943; actives 1.1% (n = 310,000); B-score at 10 µM; 20 min; active compounds read low;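 active = fluorescence ratio B-score at most minus 3 library SDs, with starting brightness B-score within 2 library SDs, cut at about -5.5 in these data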
Target sequence (O88943 whole entry, looked up): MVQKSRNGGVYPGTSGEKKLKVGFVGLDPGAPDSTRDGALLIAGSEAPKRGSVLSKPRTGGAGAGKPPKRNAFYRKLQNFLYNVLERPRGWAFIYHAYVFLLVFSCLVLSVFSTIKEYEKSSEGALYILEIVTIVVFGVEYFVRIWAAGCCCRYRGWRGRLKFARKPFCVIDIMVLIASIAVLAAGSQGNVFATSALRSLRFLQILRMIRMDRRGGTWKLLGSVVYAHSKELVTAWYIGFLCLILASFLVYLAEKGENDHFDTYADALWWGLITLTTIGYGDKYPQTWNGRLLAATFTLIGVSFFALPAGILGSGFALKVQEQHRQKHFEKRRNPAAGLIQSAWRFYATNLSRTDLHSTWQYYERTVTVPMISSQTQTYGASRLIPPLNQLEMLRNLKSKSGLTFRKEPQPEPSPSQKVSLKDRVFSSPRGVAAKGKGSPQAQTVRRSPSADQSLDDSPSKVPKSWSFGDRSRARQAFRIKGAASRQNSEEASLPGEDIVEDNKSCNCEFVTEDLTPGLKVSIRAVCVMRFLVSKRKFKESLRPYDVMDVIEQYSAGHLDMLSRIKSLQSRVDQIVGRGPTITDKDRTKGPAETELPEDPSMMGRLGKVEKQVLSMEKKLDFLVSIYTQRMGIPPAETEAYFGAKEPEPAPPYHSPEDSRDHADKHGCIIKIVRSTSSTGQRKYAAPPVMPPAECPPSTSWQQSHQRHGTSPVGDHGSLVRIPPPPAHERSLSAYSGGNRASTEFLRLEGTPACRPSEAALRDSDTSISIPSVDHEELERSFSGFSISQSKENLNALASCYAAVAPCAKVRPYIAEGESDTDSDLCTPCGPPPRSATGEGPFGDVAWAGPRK
* hit, by the source's call; i = inactive.

Each structure is followed by: KCNQ2 block, Kir21 inh
- O=C(O)c1cccc(S(=O)(=O)Nc2ccccc2Cl)c1
    i, 0.79
- CCN(CC)CCNC(=O)c1ccc(CS(=O)(=O)c2ccc(Br)cc2)o1
    i, -0.65
- COC(=O)c1ccc(S(=O)(=O)NCc2ccco2)o1
    i, 0.07
- Cc1occc1C(=O)O/N=C(\N)c1ccc(Cl)cc1
    i, 0.28
- O=C(O)c1nn(CC(=O)N2CCCCCC2)c(=O)c2ccccc12
    i, -0.51
- O=C1CCC(c2ccccc2)=NN1Cc1c(F)cccc1Cl
    i, 1.5
- CSc1nc(C)cc(Oc2ccccc2)n1
    i, 0.02
- CCOC(=O)NNc1ccc(C(F)(F)F)cn1
    i, -0.73
- CC1CCC(C(C)C)C(OC(=O)CSc2nnc(N)s2)C1 (stereo not drawn)
    i, -4.2*
- CN(c1cccc(Cl)c1)S(=O)(=O)c1cccc(C(=O)NC2=NCCS2)c1
    i, -1.4
- Oc1c(C2=NCCNC(C(F)(F)F)=C2)ccc2ccccc12
    i, 0.1
- CCCP(=O)(CC(=O)O)c1ccccc1 (stereo not drawn)
    i, 0.54
- Cc1ccc(S(=O)(=O)/C(C#N)=C/c2c(N3CCOCC3)nc3ccccn3c2=O)cc1
    i, 1.3
- COC(=O)CCC(=O)COc1ccccc1C#N
    i, 1
- CCOC(=O)Cc1cc(-c2ccc(OC)cc2)nc2ccc3ccccc3c12
    i, -0.06
- CC(c1ccncn1)N(C)C(=O)c1ccc2oc(Cc3ccccc3)nc2c1 (stereo not drawn)
    i, -1.6
- O=c1c2[nH]c3ccccc3c2ncn1Cc1cccnc1
    i, 1.7
- COc1cc2cc(-c3ccc(O)cc3O)nc(C)c2cc1OC
    i, -0.03
- Cc1cc(C)c2cc(C(=O)N(C)C3CCN(C)CC3)[nH]c2c1
    i, 1
- COc1ccc(Cl)cc1C(=O)NNC(=O)c1cccc(S(=O)(=O)N(C)C)c1
    i, 0.06

Compound profiles, from the list above.
CCOC(=O)NNc1ccc(C(F)(F)F)cn1 is listed with KCNQ2 block = i; Kir21 inh = -0.73
COC(=O)c1ccc(S(=O)(=O)NCc2ccco2)o1 is listed with KCNQ2 block = i; Kir21 inh = 0.07

(further entries)
Each structure is followed by: KCNQ2 block, Kir21 inh
- Cc1cccc(NC(=O)Cn2nnc3ccccc32)c1
    i, -2.2
- CCOC(=O)CSc1nc(C)c(C(C)=O)cc1C#N
    i, 0.68
- NC(=S)n1[nH]c(-c2ccc([N+](=O)[O-])cc2)c(N=Nc2cccc(Cl)c2)c1=O
    i, -2.1
- Cc1[nH]c2ccccc2c1/C=N/NC(=O)CNC(=O)COc1ccccc1
    i, -0.28
- CCOC(=O)C(Cc1ccccc1)NC(=O)CCCC(=O)c1ccccc1 (stereo not drawn)
    i, 0
- C=CCNc1ncnc2c1cnn2-c1ccc(C)cc1C
    i, -0.14
- CCOCCCNC(=O)c1c[nH]c2ccc(S(=O)(=O)Nc3cccc(OC)c3)cc2c1=O
    i, -0.05
- Cc1onc(-c2ccccc2Cl)c1C(=O)Nc1ccc(OCC(=O)N2CCOCC2)cc1
    i, -0.05
- OCCCc1nc2ccccc2n1CCCCOc1ccccc1
    i, -0.58
- O=C(N/N=C/c1ccccn1)C(O)c1ccccc1 (stereo not drawn)
    i, -0.73
- CC1CCCN(C(=O)COC(=O)C2CCN(S(=O)(=O)c3ccc(Cl)c(C(F)(F)F)c3)CC2)C1 (stereo not drawn)
    i, -1.3
- Cc1cccn2c(=O)c(C=C(C#N)C#N)c(N3CCN(c4cccc(Cl)c4)CC3)nc12
    i, 0.39
- CN(Cc1ccc(Cl)cc1)C(=O)c1cc(S(=O)(=O)N2CCOCC2)ccc1N1CCCC1
    i, -0.53
- CCOc1ncc(S(=O)(=O)N2CCN(CC)CC2)cc1C(=O)O
    i, 1.8
- Cc1ccc(NS(=O)(=O)c2ccc(C(=O)NCc3cccnc3)cc2)cc1
    i, 1.8
- CCCc1c(O)c2ccccc2[nH]c1=O
    i, -0.29
- CCSC1=C(C#N)C2(CCCC2)C(C#N)=C(N)N1
    i, -1.7
- Cc1ccccc1/C=C/c1nc2ccccc2c(=O)n1CCc1ccccc1
    i, -0.01
- O=C(Oc1ccc(Oc2ccccc2)cc1)N1CCC(O)CC1
    i, 0.89
- O=C(c1ccc(Cn2cnnn2)cc1)N1CCCC(Nc2ccc(F)c(F)c2)C1 (stereo not drawn)
    i, -1.8
- Cn1c2ccccc2n2c(=O)c(=O)n(CC(=O)N3CCCc4ccccc43)nc12
    i, -0.42
- CC(=O)N1CCOc2cc(S(=O)(=O)NC(C)c3ccccc3)c(Cl)cc21 (stereo not drawn)
    i, 0.12
- CN(C(=O)CSc1nc(N)c2c3c(sc2n1)CSC(C)(C)C3)c1ccccc1
    i, 1.2
- COc1ccccc1-c1cc(C(=O)O)c2c(=O)n(C)c(=O)n(Cc3ccccc3)c2n1
    i, 0.02
- COc1ccc(-c2nc3c(c(=O)[nH]c(=O)n3Cc3ccccc3)n2CCO)cc1
    i, -1.1
- Cc1ccc(/C=C2\C(=O)NC(=O)N2C)o1
    i, 0.46
- O=c1c2c(nc3c(-c4cccc5ccccc45)c[nH]n13)CCC2
    i, -0.08
- CC(C)c1ccc(NCCC(=O)c2ccc(Br)cc2)cc1
    i, 0.79
- CC(N=Cc1c(O)c2ccccc2oc1=O)C(=O)O (stereo not drawn)
    i, 2.6
- O=C1C=CC(=O)N1c1ccc(N2CCCCC2)cc1
    i, -0.17
- O=C(NC(=S)NNC(=O)c1cc2ccccc2cc1O)c1ccco1
    i, -1.7
- O=[N+]([O-])c1ccc(NNC(=S)Nc2ccc(F)cc2)cc1
    i, 1.8
- Cc1ccc(Cl)c2c1=NC(=O)C=2c1[nH]c(=S)[nH]c1O
    i, 0.05
- COc1ccccc1NCCC(=O)OCC(=O)Nc1ccc(Cl)cn1
    i, -0.88
- COc1ccc(/C=C2\Oc3cc(OCC(=O)N4CCC[C@H]4C(=O)O)ccc3C2=O)cc1OC
    i, 0.83
- O=C(O)/C=C/C(=O)Nc1ccc(-n2ccc(C(F)(F)F)n2)cc1
    i, 0.11
- COC(=O)c1ccc(C2C(C(=O)c3cc4ccccc4o3)=C(O)C(=O)N2CCCN(C)C)cc1 (stereo not drawn)
    i, -0.01
- O=C(COC(=O)C1CC2C=CC1C2)Nc1ccccc1F (stereo not drawn)
    i, 0.68
- S=C(NCc1cccnc1)Nc1cccc2ccccc12
    i, 0.59
- O=C(c1cccs1)N(CC1CCCO1)c1nc(-c2ccccc2)cs1 (stereo not drawn)
    i, 1.4
- Cc1nc(SCC(=O)O)c(C#N)c2c1CCCC2
    i, 1.1
- O=C(NCC1CCCO1)c1cccc(C(=O)NCC2CCCO2)c1 (stereo not drawn)
    i, -0.1
- COc1cccc(Nc2nc(N)c([N+](=O)[O-])c(NCc3ccccc3)n2)c1
    i, -0.45
- O=C(O)c1ccc(NC(CSCc2ccc(F)cc2)C(=O)O)c([N+](=O)[O-])c1 (stereo not drawn)
    i, -1.2
- Cc1ccc2nc(-c3cccnc3)cc(C(=O)Nc3ccccc3[N+](=O)[O-])c2c1
    i, 0.03
- Cc1cc(C)c(S(=O)(=O)Nc2ccccc2C(=O)OCC(=O)NCc2ccccc2)c(C)c1
    i, 0.11
- CC1Cc2nc(SCC(=O)Nc3ccc(F)cc3)n(C)c(=O)c2S1 (stereo not drawn)
    i, 1.6
- CCn1c(CNC(=O)C2CCCCC2)cc2ccccc21
    i, 0.89
- CCC(CC)COC(=O)C(C#N)c1nc2ccccc2nc1N1CCN(CC)CC1 (stereo not drawn)
    i, 0.96
- CCCCOC(=O)Cc1c(O)c2ccccc2[nH]c1=O
    i, 0.36
- Cc1ccccc1NC(=O)OCCN1CCN(Cc2ccccc2)CCC1=O
    -6.3*, -0.05
- Clc1ccccc1CN1CCN(c2ncccn2)CC1
    i, -1.7
- O=C(CN(Cc1ccco1)C(=O)CNS(=O)(=O)c1ccc(F)cc1)NCCc1ccccc1
    i, 1.2
- O=C(Nc1ccccn1)c1ccc(C(=O)Nc2ccccn2)cc1
    i, 1.9
- O=C(CCN1CCN(S(=O)(=O)c2ccc(F)cc2)CC1)Nc1ccccc1F
    i, -1
- Cc1ccc(Cl)cc1NC(=O)C1CCCCC1C(=O)O (stereo not drawn)
    i, 1.3
- COc1cccc(CNC(=O)N2CCN(S(=O)(=O)c3ccc(C)cc3)CC2)c1
    i, 0.24
- COc1ccc(C(NC(C)=O)c2ccc3cccnc3c2O)c(OC)c1 (stereo not drawn)
    i, 0.36
- Cc1cc(C)c2oc(C(=O)N(Cc3ccccc3)c3ccccn3)cc(=O)c2c1
    i, 0.1
- CCOC(=O)C1CCN(C/C=C/c2ccccc2[N+](=O)[O-])CC1
    i, -0.09

(listing goes on)
Each structure is followed by: KCNQ2 block, Kir21 inh
- CCOc1ccc(N2CC(C(=O)NCCc3c[nH]c4ccc(C)cc34)CC2=O)cc1 (stereo not drawn)
    i, 0.69
- COc1ccc(CC(=O)N(Cc2cc3cc(OC)ccc3[nH]c2=O)C(C)C)cc1
    i, 0.72
- NC(=O)c1cc(-c2ccccc2)sc1NC(=O)CN1CCCCC1
    i, 0.48
- COc1ccc(NC(=O)/C=C/C(=O)O)c([N+](=O)[O-])c1
    i, 1.1
- CCOC(=O)c1sc(-c2ccccc2)cc1NC(=O)CSc1nnnn1C
    i, 2
- CC(=O)Nc1cccc(Cn2cccn2)c1
    i, -0.12
- O=C(c1nc2n(n1)C(c1ccc(Cl)cc1)C=C(c1ccccc1)N2)N1CCOCC1 (stereo not drawn)
    i, -4.6
- Cc1cc(C)c(S(=O)(=O)c2ccccc2C)c(N(C)C)n1
    i, -1.9
- COc1ccc(NC(=O)CN(C)C(=O)Cc2ccc(S(=O)(=O)N3CCOCC3)s2)cc1
    i, -0.92
- O=C(O)CCCC(=O)NCCc1ccncc1
    i, 0.48
- O=C(N/N=C/c1c[nH]c2ccc(Br)cc12)c1ccncc1
    i, -1.1
- CCOc1ccc(CC(=O)NC2CCN(Cc3ccccc3)CC2)cc1
    i, 0.18
- COC(=O)c1ccc(COc2ccc(C)c(C)c2)o1
    i, -0.89
- CCOc1ccc(OCC)c(NC(=O)CCNS(=O)(=O)c2cc(Br)cnc2N)c1
    i, -0.11
- Cc1nonc1CC(=O)NC1CC(C)(C)Cc2c1cnn2-c1ccc(F)cc1 (stereo not drawn)
    i, 1.4
- C[C@H](O)[C@H](O)[C@H]1CNc2nc(N)[nH]c(=O)c2N1
    i, 1
- CCN(C(=O)CSc1nc(N)cc(=O)[nH]1)c1c(N)n(Cc2ccccc2)c(=O)[nH]c1=O
    i, -0.54
- Cc1occc1C(=O)N/N=C/c1sc(N2CCOCC2)nc1-c1ccccc1
    i, -0.87
- O=C(c1ccccc1)N1CCC(c2nc(-c3ccc(S(=O)(=O)NCC4CCCO4)cc3)no2)CC1 (stereo not drawn)
    i, -0.19
- CC(C)[C@H](NC(=O)OCc1ccccc1)C(=O)OCC(=O)NC1(C#N)CCCC1
    i, 1.4

Quoted from the listing.
Cc1[nH]c2ccccc2c1/C=N/NC(=O)CNC(=O)COc1ccccc1 – Kir21 inh: -0.28
Cc1cccc(NC(=O)Cn2nnc3ccccc32)c1 – Kir21 inh: -2.2
O=C1C=CC(=O)N1c1ccc(N2CCCCC2)cc1 – Kir21 inh: -0.17
O=C(CCN1CCN(S(=O)(=O)c2ccc(F)cc2)CC1)Nc1ccccc1F – Kir21 inh: -1
CC(C)c1ccc(NCCC(=O)c2ccc(Br)cc2)cc1 – Kir21 inh: 0.79
CCOC(=O)CSc1nc(C)c(C(C)=O)cc1C#N – Kir21 inh: 0.68

Next records follow.
Each structure is followed by: KCNQ2 block, Kir21 inh
- O=C(NCC(=O)N1CCOCC1)c1ccc(Br)cc1
    i, -0.63
- CCOc1cc(NC(=O)Nc2ccccc2)c(OCC)cc1NC(=O)CC
    i, -2.2
- O=c1cc(O)c(-c2cccc(Cl)c2)c(Cl)[nH]1
    i, -3.5
- O=C(NC(=S)Nc1ccc(Cc2ccncc2)cc1)c1ccccc1Cl
    i, 0.88
- CSc1ccccc1NC(=O)COC(=O)c1ccccc1Cc1ccccc1
    i, -2.8
- O=C(Nc1ccccc1N1CCCC1)c1cccnc1
    i, -0.29
- COc1ccc(NS(=O)(=O)c2cccc(N/C(=N\S(=O)(=O)c3ccccc3)c3ccc(F)cc3)c2)cc1
    i, -1.7
- Cc1ccc(OCCn2c(=O)cnc3ccccc32)cc1
    i, 1.3
- O=C(NCc1ccc2c(c1)OCO2)c1ccc(N2C(=O)C3CCCCC3C2=O)cc1 (stereo not drawn)
    i, 1
- COc1ccc(C(=O)c2cn(-c3cccc(Br)c3)nc2C(C)=O)cc1
    i, -0.95
- CCCCOc1ccc(C(=O)N2CCNC(=O)C2CC(=O)OC(C)C)cc1 (stereo not drawn)
    i, 0.48
- CCCOc1ccc(CNC(=O)c2ccc3nc(N4CCOCC4)sc3c2)cc1
    i, 1.3
- Cc1ccc(NC(=O)c2cc3c(s2)CCCC3)cc1
    i, 2
- CC(=O)N1c2ccc(S(=O)(=O)NCCC(=O)Nc3cccc(Cl)c3)cc2CC1C (stereo not drawn)
    i, -0.66
- NC(=O)NC(=O)CC1S/C(=N/N=C2\CSC(=O)N2)NC1=O (stereo not drawn)
    i, 1
- Cc1cc(O)c(C(C[N+](=O)[O-])c2ccc(Cl)cc2Cl)c(=O)o1 (stereo not drawn)
    i, 0.71
- N#C/C(=C\c1ccc(C(=O)O)cc1)c1ccccn1
    i, 0.56
- COc1cc(S(=O)(=O)N2CCN(Cc3ccc4c(c3)OCO4)CC2)c(C)cc1C
    i, 1.1
- O=C(CCn1c(=O)c2ccccc2n(CC(=O)NCCC2=CCCCC2)c1=O)NCc1ccco1
    i, 0.13
- Cc1cccc(NS(=O)(=O)c2c(C(=O)N3CCCC3)c(C)n(C)c2C)c1
    i, 0.17
- COc1ccc(NC(=S)NC(NC(=O)c2ccccc2Cl)C(Cl)(Cl)Cl)c([N+](=O)[O-])c1 (stereo not drawn)
    i, 1.2

Assay outcomes (PubChem)
